Screening data (PubChem)
Anesthetic bind = candidate novel general anesthetic via apoferritin binding. P02791. hit rate 0.074% among 350,000. apoferritin/1-aminoanthracene competitive binding, fluorescence. Potency, µM (series often up to 77.5 µM), for inactives: at the top dose activity change, negative = displacement, usual class: inhibitors. AID 485281; further: potency means the concentration at half of the fitted maximal effect; on the % scale 0 is the no-effect control and ±100 the full control effect; nearly all actives have a fitted effect of over 20% in size
Target sequence (P02791 2-175 limits assumed): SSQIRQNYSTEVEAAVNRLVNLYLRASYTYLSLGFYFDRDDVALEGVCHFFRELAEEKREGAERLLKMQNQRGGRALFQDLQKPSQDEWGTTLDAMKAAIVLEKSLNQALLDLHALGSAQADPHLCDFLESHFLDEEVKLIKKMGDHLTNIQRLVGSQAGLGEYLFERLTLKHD
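Horse-spleen apoferritin (10 uM) was mixed with 50% saturated 1-aminoanthracene in PBS, exposed to compounds for 10 min at room temperature, and read for fluorescence (ex 380 nm, em 535 nm). Competitive displacement was fitted with a four-parameter Hill equation.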
Pol eta inh = inhibitors of human DNA polymerase eta | hit rate 1.2% among 390,000 | Potency, µM (titrated, usually from 114 µM), for inactives: top-dose activity change, negative = inhibition, most hits filed as inhibitors | recombinant Pol eta, fluorescent DNA replication assay | Q9Y253; further: potency means the concentration at half of the fitted maximal effect; on the % scale 0 is the no-effect control and ±100 the full control effect
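Fluorescent replication assay: 50 nM final substrate added after a 15 min room-temperature compound preincubation with 10 nM enzyme. Signal taken at 0 min and again at 10 min.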
GRP78 ERSR act = induces the endoplasmic reticulum stress response in human glioma cells. U87-MG GRP78 promoter luciferase reporter, 16 h. Potency, µM, for the others: at the top dose activation, actives largely listed as activators. hit rate 0.02% among 420,000. AID 602332; further: potency means the concentration at half of the fitted maximal effect; series mostly up to about 76 µM; % of control where 0% means no effect; nearly all actives have a fitted effect of over 35% in size
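ERSR induction read as luciferase luminescence (Bright-Glo, 10 min at room temperature) in stably transfected human U87-MG glioma cells exposed to compounds for 16 h, using GRP78 as sensor.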
LDHA inh = blocks human lactate dehydrogenase A. P00338. hit rate 0.15% among 480,000. purified LDHA, NADH/diaphorase-resazurin fluorescence; hits give low values. AID 1347041. activity change, % (values are at about 110 or 230 µM); in the data active means activity change below about -30%; inconclusive means mostly about -25% to -30%;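 further: plate controls were DMSO wells for no effect and wells without enzyme for full effect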
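LDH5 2 nM; NADH 0.06 mM, pyruvate 0.2 mM; 200 mM Tris pH 7.4, EDTA, Tween-20; 5 min RT. Detection: diaphorase 0.133 mg/mL + resazurin 37 µM, fluorescence ex540/em590 at 0 and 20 min; normalized to enzyme-free and DMSO wells.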
Pol kappa inh = blocks human DNA polymerase kappa activity; hit rate 0.53% among 400,000; Q9UBT6; purified Pol kappa, fluorescent DNA synthesis assay, 10 min; Potency, µM (doses to about 107 µM), for inactives: top-dose activity, negative = inhibition, most hits filed as inhibitors; further: potency means the concentration at half of the fitted maximal effect; on the % scale 0 is the no-effect control and ±100 the full control effect
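Kinetic fluorescence screen: compound preincubated 15 min RT with 10 nM enzyme; 50 nM substrate (final) initiates; reads at 0/10 min.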
BLM inh = Bloom syndrome helicase (human) inhibition | P54132 | recombinant BLM DNA unwinding, fluorescence dequenching | Potency, µM (doses to about 56.1 µM), for inactives: at the highest dose activity change, negative = inhibition, most hits filed as inhibitors | hit rate 0.2% among 350,000;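 further: potency means the concentration at half of the fitted maximal effect; plate controls were vehicle for no effect and no enzyme for full effect; nearly all actives have a fitted effect of over 35% in size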
APE1 inh = blocks human APE1 abasic DNA cleavage. P27695. recombinant APE1, TAMRA/BHQ-2 abasic DNA cleavage fluorescence. Potency, µM (top dose mostly 65.8 µM), for the others: at the highest dose activity change, negative = inhibition, usual class: inhibitors. hit rate 0.35% among 350,000. AID 2517;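 further: potency means the concentration at half of the fitted maximal effect; plate controls were vehicle for no effect and reference inhibitor for full effect; nearly all actives have a fitted effect of over 55% in size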
Target sequence (P27695 whole entry, looked up): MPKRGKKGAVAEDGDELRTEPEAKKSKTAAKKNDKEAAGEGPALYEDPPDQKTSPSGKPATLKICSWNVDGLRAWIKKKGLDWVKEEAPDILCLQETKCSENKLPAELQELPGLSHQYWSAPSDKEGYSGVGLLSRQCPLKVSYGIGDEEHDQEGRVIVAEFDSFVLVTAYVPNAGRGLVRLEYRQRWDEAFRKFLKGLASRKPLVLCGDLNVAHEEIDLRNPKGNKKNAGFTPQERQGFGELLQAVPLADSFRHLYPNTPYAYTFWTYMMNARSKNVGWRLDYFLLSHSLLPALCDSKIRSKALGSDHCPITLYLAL
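Enzyme (0.75 nM final) and test compound are incubated 15 min at room temperature before adding 50 nM quenched THF abasic-site duplex. Cleavage dequenches TAMRA, followed at 525/598 nm over three reads one minute apart.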
Pol iota inh = DNA polymerase iota (human) inhibition; Pol iota fluorescent replication assay, 10 min; Potency, µM (doses to about 115 µM), for inactives: at the highest dose activity, negative = inhibition, most hits filed as inhibitors; hit rate 1% among 390,000; further: potency means the concentration at half of the fitted maximal effect
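Pol iota at 10 nM preincubated 15 min with compounds at room temperature; reaction started with fluorescent substrate, 50 nM final. Fluorescence read kinetically at 0 and 10 min; buffer-only wells as negative control.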
POLB inh = inhibitors of human DNA polymerase beta; Pol beta primer extension/strand displacement, fluorescence kinetic; Potency, µM (series often up to 114 µM), inactives show at the highest dose activity change, negative = inhibition, hits mostly inhibitors; hit rate 1.3% among 340,000; further: potency means the concentration at half of the fitted maximal effect; on the % scale 0 is the no-effect control and ±100 the full control effect
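Curves were derived by four-parameter Hill fits of normalized qHTS data. The kinetic fluorescent primer-extension read was taken at 0 and 10 min after 50 nM substrate, following a 15 min room-temperature preincubation of 10 nM enzyme with compounds.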
Numbers without * were called inactive; ? = inconclusive; nt = no result given; & = joins results of further samples; [ ] = another dose, or the depositor's remark. Unless noted, the call rests on the fitted dose curve; in most records, active means well fitted curve in the direction sought with a large enough effect; inconclusive means small, poorly fitted or top-dose-only effect, or another doubt; inactive means no such curve, though single readings can be large; an effect the other way counts as inactive or inconclusive. An excerpt; the hit share may differ from the screen's.

Below each compound: Anesthetic bind	Pol eta inh	GRP78 ERSR act	LDHA inh	Pol kappa inh	BLM inh	APE1 inh	Pol iota inh	POLB inh
CC1=N/C(=C\c2ccc3c(c2)OCO3)C(=O)N1c1ccc(C(=O)O)cc1
    -9%	-8%	0%	-2	2%	3%	-8%	-4%	27%
CCOC(=O)N1CCN(c2c(NCCc3ccc(OC)c(OC)c3)c(=O)c2=O)CC1
    2%	-17%	-2%	-10	3%	4%	-4%	18%	23%
COc1ccc(N=CC=C2OC(C)(C)C(C)(C)O2)cc1OC
    -11%	-21%	8%	6	-8%	-16%	-1%	83%	-3%
S=c1nc(Cc2ccccc2)[nH]c2ccccc12
    -4%	-14%	-3%	-3	3%	-1%	1%	-7%	34%
COc1ccc(C(=O)Nc2c(N)nc(SCC(=O)Nc3ccc(NC(C)=O)cc3)[nH]c2=O)cc1OC
    -7%	?	4%	-4	?	-7%	40%	79µM*	?
CCC1CCCCN1CCNC(=O)C1CCN(S(=O)(=O)c2c(C)noc2C)CC1 (stereo unspecified)
    -3%	2%	1%	-5	-5%	-1%	5%	-5%	1%
COc1cccc(NC(=O)Cn2c(=O)n(-c3ccccc3)c(=O)c3c4c(sc32)CCCC4)c1
    1%	-16%	-4%	0	-7%	-4%	nt	30%	2%
CC1Sc2ccc(C(=O)Nc3cc(S(C)(=O)=O)ccc3Cl)cc2NC1=O (stereo unspecified)
    nt	-7%	-4%	-2	-11%	nt	-15%	1%	nt
O=C1COc2ccc(-c3csc(-c4ccc(Cl)cc4)n3)cc2N1
    nt	nt	6%	3	-13%	nt	nt	?	nt
COc1ccc(Cl)cc1NC(=O)CN(C)C(=O)C12CC3CC(CC(Cl)(C3)C1)C2
    -13%	-17%	-4%	4	-15%	-10%	-19%	-4%	?
C/C(=N\NC(=O)c1nnn(-c2nonc2N)c1C(C)C)c1ccc2ccccc2c1
    2%	-14%	2%	-8	-4%	-3%	-15%	-7%	33%
Cc1cccc(/C(N)=N/OC(=O)c2cccc3ccccc23)c1
    -6%	nt	nt	nt	nt	-9%	-10%	nt	-10%
Fc1ccccc1NC(=S)N1CCN(Cc2ccc3c(c2)OCO3)CC1
    -5%	9%	1%	-11	-14%	-2%	-10%	14%	5%
Cc1cc2c(c(=O)o1)C(C(C)C)C(C#N)=C(N)O2 (stereo unspecified)
    -7%	-7%	-3%	-1	3%	0%	-4%	17%	1%
CCn1nc(C)c(CN2CCCCC2C(=O)Nc2ccc(Oc3cccnc3)cc2)c1C (stereo unspecified)
    -6%	7%	-4%	-9	-3%	5%	5%	32%[activator]	39%
Cc1nnc(NC(=O)CCC(=O)NCc2ccco2)s1
    -9%	-4%	-1%	0	-13%	3%	-4%	2%	18%
Cc1cc(SCC2=NNC(=O)C2)c(Cl)cc1Cl
    -17%	-7%	1%	-4	-15%	-2%	-1%	?	-18%
Cc1nc(SCC(=O)N2CCc3ccccc3C2)c2c(C)c(C)sc2n1
    -21%	-11%	-5%	3	4%	-4%	-4%	-1%	?
Cc1ccccc1Nc1c(-c2cccc(O)c2)nc2ccc(Br)cn12
    -7%	-3%	-5%	-9	-5%	-9%	nt	-25%	-25%
CCCOc1cccc(C(=O)Nc2ccc(-c3nc4ccccc4o3)cc2)c1
    -3%	-15%	-1%	-8	-22%	-3%	nt	27%	-30%
Cc1ccc(NC(=O)C[n+]2ccccc2)cc1[N+](=O)[O-]
    -9%	-10%	-5%	-3	-16%	2%	-4%	14%	4%
O=C(COc1ccc2ccc(=O)oc2c1)Nc1ccc(N2CCOCC2)cc1
    -4%	-11%	-4%	1&-12	-2%	5%	-1%	6%	10%
CCCC(=O)n1nc(-c2cccnc2)nc1NCc1ccccc1
    -17%&-8%	-9%&-12%	0%&0%	-9&-10	-4%&8%	-4%&1%	1%	22%&11%	-3%&22%
CC(C)c1ccc(NC(=O)c2cc3c(=O)[nH]c4ccccc4c3n2C)cc1
    -3%	8%	-4%	1	10%	-2%	nt	-6%	19%
CC(=O)OC/C=C(\C)CC/C=C(\C)CC/C=C(\C)CC/C=C(\C)CC/C=C(\C)CC/C=C(\C)CC/C=C(\C)CC/C=C(\C)CCC=C(C)C
    -1%	nt	-2%	nt	8%[60.1 µM]	-1%	-2%	nt	nt
COc1ccc(Oc2nc(C)cc(C)c2S(=O)(=O)c2ccc(C)cc2)cc1
    42%[activator]	-20%	-3%	-3	-6%	-13%	-2%	-2%	-27%
COc1ccc(OCC(=O)Nc2ccc3c(c2)N(C)C(=O)c2ccccc2S3)cc1
    -9%	-9%	-1%	-3	-8%[60.1 µM]	-6%	nt	-4%	2%
CCCCN(CCCNC(=O)C1CCCN(S(=O)(=O)CCC)C1)Cc1ccccc1 (stereo unspecified)
    -10%	-13%	-1%	-4	4%	-2%	18%	14%	13%
C(=N\NC1=Nc2cccc3cccc1c23)/c1cccnc1
    -20%	-20%	4%	-5	-30%	-13%	-10%	24%	-1%
Cc1cccc(C)c1NC(=O)N1CCC(c2nc3ccccc3o2)CC1
    -10%	7%	-3%	-11	-13%	-1%	-2%	-7%[58.9 µM]	-1%
CC1CCN(S(=O)(=O)c2ccc3c(ccn3CCC(=O)NCc3ccccc3F)c2)CC1
    -7%	-9%	-2%	0	-7%	-5%	nt	-1%	8%
CCc1ccc(OCCOCC(O)CN2CCN(Cc3ccc(Cl)cc3)CC2)cc1 (stereo unspecified)
    -13%	?	-5%	-3	2%	-3%	1%	7%	2%
Cc1ccc(S(=O)(=O)N2CCN(C)CC2)c(C)c1
    -5%	-15%	1%	-5	-21%	2%	-3%	-6%	30%
COc1ccc(CC(=O)NCc2ccc(-n3cccc3)cc2)cc1OC
    -8%	-12%	-6%	-4	2%	-3%	29%	142%[activator]	2%
CCOc1ccc(C2C(C#N)=C(N)SC(N)=C2C#N)cc1OC
    -17%	nt	nt	nt	nt	-9%	2%	nt	4%
COc1ccccc1N1CCN(CCCNC(=O)c2cnn(-c3ccccc3Cl)c2C2CCN(C(=O)OC(C)(C)C)CC2)CC1
    -13%	-20%	-4%	-2	4%	-4%	nt	4%	20%
COc1ccc(CN(C(=O)CN2C(=O)c3ccccc3S2(=O)=O)C(C(=O)NCC2CCCO2)c2ccncc2)cc1 (stereo unspecified)
    -4%	-13%	1%	-8	-9%	3%	16%	16%	-11%
Cc1ccc(Nc2ccc(C(=O)N3CCCC3)cn2)c(C)c1
    -4%	-13%	0%	-11	0%	0%	3%	?	15%
Cc1cc2nc(N)sc2cc1C
    ?	-14%	-7%	-6	-6%	-4%	4%&18%	6%	2%
Cc1ccc(C)c(NC(=O)CSc2nnc(NC(=O)C3CC3)s2)c1
    -1%	-15%	-4%	-2	-1%	-3%	38%	23%	-7%

Some of these compounds in order of the Pol iota inh value, ascending:
| structure | Pol iota inh |
| --- | --- |
| COc1ccc(Oc2nc(C)cc(C)c2S(=O)(=O)c2ccc(C)cc2)cc1 | -2% |
| Cc1cc2nc(N)sc2cc1C | 6% |
| COc1ccc(CN(C(=O)CN2C(=O)c3ccccc3S2(=O)=O)C(C(=O)NCC2CCCO2)c2ccncc2)cc1 (stereo unspecified) | 16% |

More results
Below each compound: Anesthetic bind	Pol eta inh	GRP78 ERSR act	LDHA inh	Pol kappa inh	BLM inh	APE1 inh	Pol iota inh	POLB inh
Cc1cccc(C(=O)Nc2ccccc2C(=O)NCc2ccco2)c1
    -16%	-14%	0%	-5	-20%	-6%	13%	6%	14%
Cc1ccccc1/C(N)=N/O
    -9%	-2%	-2%	-6	-7%	-4%	15%	-5%	4%
Cc1ccc(N2CCN(C(=O)C3CCC(CNS(=O)(=O)c4ccc(Br)s4)CC3)CC2C)cc1 (stereo unspecified)
    -12%	-9%	-5%	-2	-9%	-3%	nt	-5%	26%
CCOc1ccc(Oc2nc(NC)nc(N3CCOCC3)n2)nn1
    -13%	5%	-3%	-1	1%	0%	nt	4%	3%
Cc1ccc2nc(CN3CCN(C(=O)Nc4ccc(F)cc4)CC3)oc2c1
    7%	-8%	-2%	-1	-7%[60.1 µM]	1%	nt	3%	29%
COC(=O)c1scc(-c2ccc(C)cc2)c1S(=O)(=O)N1CCN(c2ccc(C)cc2C)CC1
    -20%	-8%	-1%	-3	-14%	-10%	nt	-2%	-26%
COc1ccc(C(C)NC(=O)Cc2cccs2)cc1 (stereo unspecified)
    -5%	-6%	-2%	-7	-3%	-7%	31%	147%[activator]	-8%
COc1ccc(-c2oc3ncn4nc(-c5ccccc5O)nc4c3c2-c2ccc(OC)cc2)cc1
    -2%	-22%	1%	-3	-4%	2%	nt	15%	8%
COc1ccc(/C=C2\SC(=S)N(C(C(=O)O)c3ccccc3)C2=O)c(OC)c1 (stereo unspecified)
    -23%	-23%	-3%	-6	-9%	0%	-3%	?	-5%
CN1CCc2c(sc(NC(=O)Cc3ccccc3)c2C#N)C1
    -10%	-9%	-1%	-12	-19%	1%	32%	26%	-7%
Cc1ccc(S(=O)(=O)N2CCCc3cc(NS(=O)(=O)c4ccc(F)cc4)ccc32)cc1
    ?	?	-2%	0	-7%[60.1 µM]	-8%	nt	3%	-29%
Cc1cc(C(=O)COC(=O)Cc2n[nH]c(=O)c3ccccc23)c(C)n1-c1ccc2c(c1)OCCO2
    8%	-15%	-5%	9	-2%	4%	16%	?	18%
O=S(=O)(c1ccc(Oc2ccc3oc4ccccc4c3c2)nc1)N1CCCC1
    -22%	-8%	-3%	-4	-11%	-2%	1%	6%	10%
Cc1ccc(NC(=O)C(C)c2ccc(-c3ccccc3)c(F)c2)cc1 (stereo unspecified)
    -17%	-17%	0%	-9	-7%	-5%	-2%	?	-19%
Cc1ccc(NC(=S)Nc2cccc3ccccc23)cc1
    -16%	-13%	-1%	4	-6%	-11%	-10%	85%[activator]	0%
CN(C)C(=O)CNC(=O)C1CCCCC1
    -12%	-11%	-2%	0	-4%	1%	3%	-1%	19%
CSCCC(NC(=O)C1CCC(C)CC1)C(=O)NCc1ccco1 (stereo unspecified)
    -13%	6%	-2%	-2	-23%	3%	1%	8%	5%
